# Source: PubChem BioAssay (Southern Research Specialized Biocontainment Screening Center)
# M. tuberculosis = growth inhibition of non-replicating M. tuberculosis (AID 488890). Mycobacterium tuberculosis non-replicating, growth inhibition; higher % means a stronger effect. inhibition, % at 25 µM, or IC50 in µM where a hit was titrated. 320,000 tested, 0.39% active; in the data active means a potency from the dose series; inconclusive means inhibition mostly from about 82% at the one dose, without a potency; inactive means the rest, 99 in 100 with inhibition below about 76%;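 further: plate controls were DMSO cells for no effect and high antibiotic wells for full effect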
# influenza NS1A = H1N1 influenza NS1A inhibitors, functional cell based assay (AID 504329) | inhibition, % at 12.5 µM, or IC50 in µM where a hit was titrated | 340,000 tested, 0.3% active | NS1A functional cell-based assay, percent inhibition; higher % means a stronger effect; in the data active means a potency from the dose series; inconclusive means inhibition above about 27% without an active follow-up result; further: strong numbers were not always called active
# PhoP GFP inhibition = PhoP regulon inhibitors, Salmonella typhi PhoP promoter GFP reporter, confirmatory (AID 1850); Salmonella Typhi PhoP-promoter GFP reporter, fluorescence, 4 h; higher % means a stronger effect; inhibition, % at 50 µM, or IC50 in µM where a hit was titrated; 310,000 tested, 0.33% active; in the data active means a potency from the dose series; inconclusive means inhibition mostly from about 25% at the one dose, without a potency; inactive means the rest, 99 in 100 with inhibition below about 19%;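 further: 0% = induced wells with vehicle and 100% = uninduced wells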
# VEEV TC-83 Vero = inhibitors of VEEV TC-83 cytopathic effect, confirmation, Vero cells (AID 588727); Vero cells, VEEV TC-83 cytopathic effect inhibition; higher % means a stronger effect; 350,000 tested, 0.13% active; inhibition, % at 20 µM; hits with a dose series show IC50 in µM; in the data active means a potency from the dose series; inconclusive means inhibition mostly from about 14% at the one dose, without a potency; inactive means the rest, 99 in 100 with inhibition below about 12%; further: strong numbers were not always called active
# M. tuberculosis HTS = M. tuberculosis growth inhibition, HTS (AID 449762); M. tuberculosis H37Rv growth inhibition, 7H9 media; higher % means a stronger effect; inhibition, % at 25 µM; hits with a dose series show IC50 in µM; 330,000 tested, 0.59% active; in the data active means a potency from the dose series; inconclusive means inhibition above about 70% without an active follow-up result;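 further: bacterial growth assessed after seven days of incubation; strong numbers were not always called active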
# VEEV TC-83 Vero 10K pilot screen = also measured in VEEV TC-83 Vero; calls as there; inhibition, %; measured here: 10K pilot screen inhibition
# Starred values were filed as active, the others as inactive; i = inactive; ? = inconclusive; . = not tested or not shown.
SMILES,M. tuberculosis,influenza NS1A,PhoP GFP inhibition,VEEV TC-83 Vero,M. tuberculosis HTS,others
CN(C(=O)c1ccc(Cl)cc1)C1CCS(=O)(=O)C1 (stereo unspecified),5%,-25%,.,0.5%,-10%,
CC(=O)c1cccc(OCc2cc(C(=O)N3CC4C[C@@H]5CC3C[C@H](C4)C5)no2)c1,45%,-4%,-6%,1.0%,6%,
Cc1ccn2cc(-c3ccc4c(c3)NC(=O)CO4)nc2c1,1%,-1%,23%,4.0%,5%,
O=C(NCCC(=O)N1CCN(S(=O)(=O)c2ccc(Cl)cc2)CC1)Nc1ccccc1,.,-4%,.,3.3%,.,
O=C(Nc1ccccc1)Nc1cc(S(=O)(=O)N2CCOCC2)ccc1N1CCCC1,5%,2%,-8%,1.0%,-24%,
CC(C)CNC(=S)Nc1ccc(F)cc1,64%,-1%,-7%,1.7%,-3%,
COc1ccc(-c2cc(-c3ccco3)[nH]c(=O)c2C#N)cc1,-3%,-14%,22%,2.4%,5%,
COc1ccc(C2C(C(=O)c3cccs3)=C(O)C(=O)N2c2cccc(C)n2)cc1 (stereo unspecified),56%,-3%,9%,?,-10%,
CN1CCC(N2CC3CC(C2)c2cccc(=O)n2C3)CC1 (stereo unspecified),9%,0%,1%,2.8%,-11%,
Cc1cc(OCCN2CCCC2)cc(C(C)C)c1,20%,-6%,3%,0.1%,-7%,
CCNC(=O)COC(=O)C1C(C(=O)OCC)=C(C)NC(C)=C1C(=O)OCC,-7%,7%,5%,4.0%,0%,
COc1ccc(NC(=O)c2c(Cl)nc3ccccn23)cc1,4%,-7%,-2%,2.2%,10%,
Cc1ccc(Sc2cc(NCCCO)c([N+](=O)[O-])c3nonc23)cc1,14%,-10%,-1%,0.3%,1%,
O=C1CCC(C(=O)N2CCOCC2)CN1Cc1ccc(Cl)cc1 (stereo unspecified),-6%,-7%,-4%,2.1%,0%,
CC(C)(C)c1nnc(NC(=O)COc2ccc3c(c2)OCO3)s1,23%,-5%,-5%,i,-8%,

# Brought forward from above: three entries; new compounds follow.
SMILES,M. tuberculosis,influenza NS1A,PhoP GFP inhibition,VEEV TC-83 Vero,M. tuberculosis HTS,others
Cc1ccc(Sc2cc(NCCCO)c([N+](=O)[O-])c3nonc23)cc1,14%,-10%,-1%,0.3%,1%,
O=C1CCC(C(=O)N2CCOCC2)CN1Cc1ccc(Cl)cc1 (stereo unspecified),-6%,-7%,-4%,2.1%,0%,
CC(C)(C)c1nnc(NC(=O)COc2ccc3c(c2)OCO3)s1,23%,-5%,-5%,i,-8%,
Cc1ccc2c(c1)c(C)cc(=O)n2CCC(=O)O,12%,-3%,-16%,1.3%,-4%,
O=C(N[C@@H](Cc1ccccc1)C(=O)O)c1ccncc1,-31%,-24%,4%,2.7%,-2%,
O=C(Nc1ccc(Cl)cc1)c1cccc(N2C(=O)C3C4CCC(C4)C3C2=O)c1 (stereo unspecified),12%,2%,-5%,0.9%,-7%,
COc1cc(NC(=O)c2ccc(Cl)cc2)c2ncccc2c1,11%,-10%,6%,0.6%,0%,
CC1CN(S(=O)(=O)c2ccc(F)cc2)CN1C(=O)N1CCOCC1 (stereo unspecified),-3%,2%,2%,2.5%,-4%,
O=C(C1=C[C@H](c2csc3ccccc23)C[C@H](OCCCCO)O1)N1CCN(Cc2ccccc2)CC1,19%,-10%,6%,8.7%,3%,
c1ccc(CSc2nc3ncncc3[nH]2)cc1,7%,9%,6%,0.8%,1%,
CC[C@]12c3[nH]c4ccc(OC)cc4c3CCN1C(=O)C(CC(=O)NCc1ccco1)C[C@@H]2C(=O)N1CCN(C(=O)c2ccco2)CC1 (stereo partly specified),.,1%,.,0.5%,.,
O=C(COC(=O)Cn1nnc(-c2ccccc2)n1)Nc1cc(F)ccc1F,12%,0%,.,2.1%,4%,
c1ccc2c(-c3cncc4ccccc34)cncc2c1,7%,-3%,3%,i,-6%,
COc1ccc(CCNC(=S)Nc2ccc(S(=O)(=O)Nc3ncccn3)cc2)cc1OC,39%,-9%,-6%,0.6%,-7%,
CCOCC(=O)Nc1nnc(COc2ccc(Cl)cc2)s1,73%,1%,-10%,5.4%,-5%,
O=C(CSc1nnc(-c2ccncc2)n1Cc1ccccc1)NC1CCCCC1,0%,-7%,-12%,1.1%,-12%,
O=C(NCc1ccccc1)C1(C(F)(F)F)CC(CCCO)CCCO1 (stereo unspecified),-8%,-7%,-8%,i,-2%,
O=C1NC(=O)c2cc(NC(=O)c3cccc4ccccc34)ccc21,.,29%,-55%,2.1%,-2%,
COc1ccccc1CC(=O)N1CCC(CCC(=O)NC2CC2)CC1,-1%,-2%,0%,1.3%,-3%,
CC1CC(C)CN(C(=O)COC(=O)Cc2ccc(Br)cc2)C1 (stereo unspecified),18%,-1%,2%,i,2%,
COc1cc2ccccc2cc1C(=O)Nc1ccncc1,27%,-3%,2%,6.0%,9%,
CCOC(=O)C(Cc1ccccc1)(Cc1ccccc1)C(C)=O,-3%,-3%,-1%,i,2%,
Cc1ccc(S(=O)(=O)N2CCC(C(=O)Nc3ncccc3O)CC2)cc1,0%,-2%,.,4.4%,6%,
O=C(COC(=O)c1ccc(Br)cc1)Nc1ccccc1Br,73%,-8%,3%,2.0%,?,
COc1ccc(C(=O)Nc2cc3c4c(c2)CC(=O)N4CCC3)c(OC)c1,11%,1%,2%,9.7%,23%,
c1ccc(Oc2nc(N3CCOCC3)nc(N3CCOCC3)n2)cc1,-9%,0%,-5%,3.7%,-10%,
Nc1nc(SCC(=O)NCC2CCCO2)[nH]c(=O)c1NC(=O)c1ccco1 (stereo unspecified),-11%,6%,10%,0.9%,-1%,VEEV TC-83 Vero 10K pilot screen=2.1
O=[N+]([O-])c1ccc(Nc2ccccn2)c([N+](=O)[O-])c1,3%,-1%,6%,i,3%,
CCNC(=S)Nc1cc(C)ccn1,12%,2%,-6%,i,1%,
C[C@H](CO)N1C[C@H](C)[C@@H](CN(C)C(=O)NC2CCCCC2)Oc2ccc(NC(=O)NC3CCCCC3)cc2C1=O,38%,-11%,.,1.1%,5%,
COc1ccc(C(=O)OCC(=O)NCC2CCCO2)cc1 (stereo unspecified),0%,8%,-5%,0.4%,1%,
Cc1cccc(C)c1NC(=O)C1CCCN1S(=O)(=O)c1ccc(-c2ccc(=O)[nH]n2)s1 (stereo unspecified),13%,8%,-3%,0.2%,-8%,
CN1CCN(NC(=O)c2ccccc2F)CC1,3%,-6%,0%,0.6%,-2%,
Cc1nnc(SCC(=O)NNC(=O)c2ccc(Cl)cc2)s1,-16%,11%,4%,6.1%,-8%,
Cc1ccc(-n2c(C)cc(C(=O)OCC(=O)N3CCOCC3)c2C)cc1,28%,12%,.,1.8%,3%,
Cn1cc(C(=O)OCC(=O)NC2CCCCC2)c2ccccc21,-58%,-2%,.,1.8%,-7%,
CC(=O)c1cccc(NC(=O)c2csc(-n3nc(C)cc3C(F)(F)F)n2)c1,0%,-3%,-5%,i,-20%,
O=C1OCCN1C(=O)[C@H]1[C@H](c2ccc([N+](=O)[O-])cc2)C(c2ccccc2)=NN1c1ccccc1,.,-4%,.,i,.,
N#Cc1cc(-c2ccccc2)nnc1Oc1ccccc1Cl,0%,8%,-2%,i,8%,
CN1CCN(c2ccc([N+](=O)[O-])cc2C(=O)N2CCOCC2)CC1,-7%,6%,-8%,1.3%,1%,
Cc1ccc(NC(=O)COC(=O)c2cc(-c3cccs3)nn2-c2ccccc2)cc1[N+](=O)[O-],60%,-7%,-8%,i,0%,
O=C(O)CNC(=S)N(Cc1ccccc1F)C1CCCCC1,11%,0%,-1%,0.2%,-7%,
Cc1ccccc1CN(c1ccc(C(=O)Nc2ccccc2C(=O)N2CCCC2)cc1)S(C)(=O)=O,5%,4%,4%,i,-15%,
CS(=O)(=O)N(CC(=O)NCc1ccc2c(c1)OCO2)c1ccc(Cl)cc1,13%,-9%,2%,5.6%,6%,
CCCn1c(C(C)Nc2nc(-c3ccc(C)cc3)cs2)nc2ccccc21 (stereo unspecified),38%,5%,-8%,3.0%,4%,
S=c1[nH]nc(COc2ccccc2)n1/N=C/c1cccc(Cl)c1Cl,-6%,-8%,-7%,1.2%,-2%,
Cc1cc(S(=O)(=O)NC2CCCCC2)c(C)s1,21%,3%,1%,i,4%,
CCOC(=O)Cc1csc(NC(=O)COc2ccccc2)n1,56%,-1%,-3%,2.3%,-3%,
O=C(CSc1ccccc1)Nc1ccccc1C(=O)O,58%,-6%,-1%,i,35%,
O=C(CCSc1nc(-c2ccco2)cc(C(F)(F)F)n1)NCc1ccccn1,-6%,5%,-5%,3.2%,-5%,
CN(C)CCC(=O)c1ccc2c(c1)OCO2,?,-6%,-7%,2.7%,51%,
O=C(CSc1ccc([N+](=O)[O-])cn1)Nc1cc(C(F)(F)F)ccc1N1CCOCC1,13%,-9%,-12%,3.3%,16%,
Oc1[nH]c2ccccc2c1N=Nc1ccccn1,.,-23%,.,0.7%,.,
O=C(O)C1CCCN(S(=O)(=O)c2cccc3cccnc23)C1 (stereo unspecified),.,2%,-8%,i,-10%,
O=C1c2cccc3c2[C@H](CCC3)CN1[C@@H]1CN2CCC1CC2,2%,.,8%,.,13%,
CCN(/N=C/c1ccc(Cl)cc1)c1cc(=O)n(C)c(=O)[nH]1,-13%,-6%,0%,1.5%,8%,
CCSc1nnc(NC(=O)c2cc(C)on2)s1,15%,-39%,2%,i,4%,VEEV TC-83 Vero 10K pilot screen=1.5
CCCc1cc(=O)oc2cc(OCC(=O)NCCCN3CCCC3=O)ccc12,-4%,6%,-4%,1.2%,-3%,
CCCc1cc(=O)n2[nH]c(C)c(-c3ccc(Cl)cc3)c2n1,?,-16%,8%,9.0%,6.8µM*,
COc1cc(CNC(C)(C)CO)ccc1OCC(=O)NC(C)(C)C,-7%,-3%,2%,i,4%,
COc1ccc(C2=CSC(/N=C/c3ccc(F)cc3)=NN2)cc1,14%,11%,6%,1.4%,11%,
CC(C)(C)S(=O)N1Cc2cn(Cc3ccccc3)c(=O)cc2[C@H]1CCO (stereo partly specified),.,-9%,.,0.3%,.,
Cc1ccc(C(c2nnnn2Cc2ccccc2)N2CCN(Cc3ccccc3)CC2)cc1 (stereo unspecified),58%,4%,-1%,i,3%,

# Continued, overlapping the part above by 3 compounds.
SMILES,M. tuberculosis,influenza NS1A,PhoP GFP inhibition,VEEV TC-83 Vero,M. tuberculosis HTS,others
COc1ccc(C2=CSC(/N=C/c3ccc(F)cc3)=NN2)cc1,14%,11%,6%,1.4%,11%,
CC(C)(C)S(=O)N1Cc2cn(Cc3ccccc3)c(=O)cc2[C@H]1CCO (stereo partly specified),.,-9%,.,0.3%,.,
Cc1ccc(C(c2nnnn2Cc2ccccc2)N2CCN(Cc3ccccc3)CC2)cc1 (stereo unspecified),58%,4%,-1%,i,3%,
O=C(O)c1ccc(Cl)nc1,5%,-8%,-10%,1.6%,-1%,
CC1CC(NNC(=O)c2ccccc2)=Nc2ccccc2N1C (stereo unspecified),4%,-4%,-6%,0.7%,-8%,
CC(Oc1ccc(C(=O)NC2CCCCC2)cc1)C(=O)O (stereo unspecified),-15%,-11%,11%,3.5%,-10%,
Cc1ccc(CN2CCN(CC(=O)NC(C)CCc3ccccc3)C2=O)cc1 (stereo unspecified),.,-7%,-2%,0.5%,-1%,
Cc1nn(CC(=O)N2CCC(C(N)=O)CC2)c(=O)c2nn(-c3ccccc3)c(C)c12,0%,8%,-6%,2.1%,-7%,
O=C(O)c1ccc2c(c1)C(=O)N(c1ccc(Nc3ccccc3)cc1)C2=O,5%,-14%,6%,0.2%,-1%,
CC1(c2ccccc2)NC(=O)N(CC(=O)Nc2ccccc2N2CCCCC2)C1=O (stereo unspecified),26%,-5%,3%,7.1%,8%,
Cc1noc(C)c1S(=O)(=O)N(CC(=O)NC1CCC(C)CC1)c1ccc(C(C)C)cc1 (stereo unspecified),1%,2%,-3%,1.1%,5%,
CCC(=O)NN1CCc2cc3ccc(C)cc3nc21,-7%,3%,-1%,0.2%,1%,
CN(C(=O)c1cccc(Cl)c1)C1CCCN(Cc2ccccc2F)C1 (stereo unspecified),-2%,20%,3%,i,0%,
CS(=O)(=O)N1CCCC(c2nc(-c3ccc(S(=O)(=O)NCc4ccccc4)cc3)no2)C1 (stereo unspecified),3%,-2%,2%,i,9%,
Cc1cnc(=O)[nH]c1SCc1cccc([N+](=O)[O-])c1,-5%,-4%,-15%,1.8%,10%,
